# Screens from PubChem BioAssay.
# TRPC6 activator: mouse TRPC6 channel activators, primary screen, cell-based, HEK293, membrane potential dye. AID 2550, 2010. HEK293-TRPC6 membrane potential dye fluorescence; stronger effect = higher value. Short transient receptor potential channel 6 (Mus musculus), Q61143. actives 0.13% (n = 310,000). B-score at 10 µM;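 active = B-score of the integrated fluorescence ratio above library mean plus 3 SD, and starting fluorescence ratio within library mean plus 5 SD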;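 also: higher score means more depolarization so channel activation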
# Target sequence (Q61143 whole entry, looked up): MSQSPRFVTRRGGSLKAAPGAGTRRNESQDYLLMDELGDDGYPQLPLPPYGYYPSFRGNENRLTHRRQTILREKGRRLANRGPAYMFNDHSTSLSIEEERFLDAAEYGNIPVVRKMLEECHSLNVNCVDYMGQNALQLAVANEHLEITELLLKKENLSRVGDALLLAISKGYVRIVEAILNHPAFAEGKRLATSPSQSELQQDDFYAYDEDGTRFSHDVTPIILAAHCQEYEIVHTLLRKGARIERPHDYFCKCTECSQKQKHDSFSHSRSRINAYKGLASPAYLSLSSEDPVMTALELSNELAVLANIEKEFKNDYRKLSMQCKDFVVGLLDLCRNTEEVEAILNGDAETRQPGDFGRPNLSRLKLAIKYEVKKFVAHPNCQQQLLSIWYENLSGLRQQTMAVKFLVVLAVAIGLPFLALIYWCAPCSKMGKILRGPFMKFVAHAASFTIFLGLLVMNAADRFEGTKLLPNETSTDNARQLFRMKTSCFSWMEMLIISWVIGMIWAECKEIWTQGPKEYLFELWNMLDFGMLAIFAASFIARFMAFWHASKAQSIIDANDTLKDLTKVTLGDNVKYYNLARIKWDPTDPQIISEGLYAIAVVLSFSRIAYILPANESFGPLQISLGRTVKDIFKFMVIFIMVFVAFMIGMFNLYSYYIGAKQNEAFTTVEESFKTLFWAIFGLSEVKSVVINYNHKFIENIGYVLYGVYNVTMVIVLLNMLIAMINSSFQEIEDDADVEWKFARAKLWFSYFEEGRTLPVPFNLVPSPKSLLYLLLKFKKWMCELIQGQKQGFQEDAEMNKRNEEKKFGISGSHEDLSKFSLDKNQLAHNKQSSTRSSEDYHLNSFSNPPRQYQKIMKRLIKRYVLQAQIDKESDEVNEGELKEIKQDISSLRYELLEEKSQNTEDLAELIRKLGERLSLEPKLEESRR
# TRPC4 block: inhibitors of mouse TRPC4 channel, primary screen, Fluo4 calcium, HEK293 TRPC4beta/mu-opioid cells | AID 2247, 2010 | DAMGO-evoked Fluo4 calcium flux; stronger effect = lower value | B-score at 10 µM | Short transient receptor potential channel 4 (Mus musculus), Q9QUQ5 | actives 0.39% (n = 300,000);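 active = B-score over 3 SD under the library average, no early fluorescence shift, positive overall ratio signal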
#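 Material: HEK293 cells with stable TRPC4beta plus mu-opioid receptor expression / Probe or stimulus: DAMGO in two steps, submaximal then maximal / Compound: single concentration per test compound / Technique: kinetic Fluo4 fluorescence imaging of calcium influx / Read-out: per-well B score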
# MrgX1 antagonist: antagonists of human MrgX1 receptor, primary screen, HEK293 cells, Fluo-4 calcium flux; Mas-related G-protein coupled receptor member X1 (Homo sapiens), Q96LB2; B-score at 10 µM; actives 1.3% (n = 310,000); BAM8-22 antagonism; stronger effect = lower value; AID 588676, 2011;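 active = calcium-response B-score plate-corrected more than 3 library SD below zero, starting fluorescence within 5 deviations, no agonist response on first addition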;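 also: peak minus trough fluorescence over baseline after final BAM8-22 challenge near maximal dose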
# TRPC4 PAM: positive allosteric modulators of TRPC4, primary screen, cell-based, mouse TRPC4beta, HEK293 mu-opioid, Fluo-4 calcium; Short transient receptor potential channel 4 (Mus musculus), Q9QUQ5; DAMGO EC20, Fluo-4 Ca2+ flux; stronger effect = higher value; B-score at 10 µM; actives 0.42% (n = 310,000); AID 2227, 2009;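 active = B-score of calcium response area above 5 SD of library B-scores, with initial fluorescence ratio within 5 SD of library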;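 also: B-score of integrated fluorescence ratio over time as area under calcium response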
# TRPC4 agonist: activators of mouse TRPC4 channel, primary screen, Fluo4 calcium, HEK293 TRPC4beta/mu-opioid cells; Short transient receptor potential channel 4 (Mus musculus), Q9QUQ5; Fluo4 calcium fluorescence; stronger effect = higher value; B-score at 10 µM; actives 0.49% (n = 310,000);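 active = B-score above 5 SD of library B-scores, and initial fluorescence ratio not above library mean plus 5 SD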;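 also: positive B-score marks a calcium rise read as TRPC4 activation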
#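 Assay system: HEK293 stable line with TRPC4beta plus mu-opioid receptor. Times: dye 45 min RT, read 110 s. Measured by: kinetic Fluo4 calcium fluorescence. Measure: B score of integrated ratio. Controls: assay buffer as low control, maximal DAMGO as high control.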
# TRPC6 inh: mouse TRPC6 channel inhibitors, primary screen, cell-based, HEK293, membrane potential dye. AID 2553, 2010. actives 1.1% (n = 310,000). ACh-evoked depolarization; stronger effect = lower value. Short transient receptor potential channel 6 (Mus musculus), Q61143. B-score at 10 µM;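 active = B-score under library mean minus 3 SD, initial fluorescence not abnormally high, positive integrated signal ratio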;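 also: B-score derived from integrated fluorescence ratio over the kinetic read; more negative B-score means stronger inhibition of depolarization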
# AI-2 QS modul: Vibrio harveyi AI-2 quorum sensing modulators, primary screen, JMH597 strain, luminescence/OD600 ratio; Vibrio harveyi JMH597 AI-2 luminescence/OD600 ratio, 9 h; stronger effect = lower value; strain lacks LuxN and CqsS sensors; 0 = neutral-control median; activity change, % at 7.5 µM; actives 0.4% (n = 300,000); in the data active = activity change below about -75%, passing the limit was not always enough;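 also: luminescence divided by OD600 gain over 9 h not by final OD600 alone; inactives centre near 13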
# PolyA inh: polyadenylation inhibitors in yeast reporter cells, primary screen, luminescence, S. cerevisiae. calls only at 12 µM. actives 0.02% (n = 300,000). S. cerevisiae SKY197-pL101 polyadenylation reporter, beta-gal luminescence; efflux-impaired pdr1/pdr3 knockout yeast; score 100 = 6 SD above DMSO. AID 1875, 2009;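 active = lowest replicate activity score at least 50, where 100 means six control SD above control mean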;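 also: yeast exposed to compound for 9 h at 30 °C; higher score means more reporter readthrough which indicates perturbed polyadenylation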
# MrgX1 allo act: positive allosteric modulators of MrgX1, primary screen, HEK293 cells, Fluo-4 calcium flux; AID 588675, 2011; B-score at 10 µM; FDSS; stronger effect = higher value; Mas-related G-protein coupled receptor member X1 (Homo sapiens), Q96LB2; actives 0.63% (n = 310,000);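 active = plate-corrected calcium response at least 3 library SD above typical, normal starting fluorescence, not activating the receptor alone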;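 also: compound read alongside a low EC10 to EC30 dose of BAM8-22 agonist; peak minus trough fluorescence over baseline measured at the second addition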
# HIF activator: HIF pathway transcriptional activators, primary screen, cell-based, U2OS HRE-luciferase, luminescence. U2OS HRE-luciferase reporter; normalized: DMSO 0%, desferrioxamine 100%. activation, % at 7.5 µM (by protocol). actives 0.32% (n = 300,000). AID 1910, 2009;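 active = mean activation of at least 10% of the iron chelator positive control signal, with at least half of replicates also reaching 10%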
# MrgX1 ag: agonists of human MrgX1 receptor, primary screen, HEK293 cells, Fluo-4 calcium flux; Fluo-4 calcium fluorescence, agonist mode; stronger effect = higher value; B-score at 10 µM; actives 0.44% (n = 310,000);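 active = calcium response B-score plate-corrected fluorescence ratio at least 3 library SD, with starting fluorescence B-score inside 5 SD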
#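 Assay system: stable human MrgX1 HEK293 cell line. Quantity: 15,000 cells per well. Schedule: cells plated overnight, dye loaded 0.5 h 37 °C, 0.5 h room temperature. Detection: Fluo-4 NW calcium-flux fluorescence, kinetic read. Read-out basis: peak-minus-minimum fluorescence over baseline, converted to B scores. Control set: positive and negative control wells on each plate.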
# An asterisk follows results filed as active; i = inactive; . = no result given. Only part of the results is shown, so the mix of outcomes need not match the whole.
SMILES,TRPC6 activator,TRPC4 block,MrgX1 antagonist,TRPC4 PAM,TRPC4 agonist,TRPC6 inh,AI-2 QS modul,PolyA inh,MrgX1 allo act,HIF activator,MrgX1 ag
Cn1c(SCC(=O)N2CCN(S(=O)(=O)c3ccccc3)CC2)nc2ccccc21,i,i,i,i,i,i,4,i,i,-0.2,i
CC1CC(C)CN(C(=O)Cn2nnc(-c3ccccc3)n2)C1 (configuration not stated),i,i,i,i,i,i,17,i,i,-0.1,i
COc1ccc2c(=O)c3ccccc3oc2c1,i,i,i,i,i,i,29,i,i,2.7,i
N#CC(=C1CCCC1)c1nc(-c2ccccc2O)cs1,i,i,i,i,i,i,23,i,i,3.2,i
COc1ccc(/C=C2\SC(=S)N(CCCC(=O)Nc3cccc(C(=O)O)c3)C2=O)cc1OC,i,i,i,i,i,i,76,i,i,-0.9,i
COc1ccccc1P(=O)(Cc1ccccc1[N+](=O)[O-])c1ccccc1 (configuration not stated),i,i,i,i,i,i,22,i,i,-0.4,i
Cc1cccc(NC(=O)CCN2C(=O)C3C4C=CC(C4)C3C2=O)n1 (configuration not stated),i,i,i,i,i,i,7,i,i,0.4,i
CCN(CCn1cccn1)C(=O)c1cc(COc2ccc(F)c(F)c2)on1,i,i,i,i,i,i,9,i,i,2.2,i
CC1CCC(NC(=O)COC(=O)CSc2ccc(C(N)=O)cc2[N+](=O)[O-])CC1 (configuration not stated),i,i,i,i,i,i,5,i,i,-30,i
Cc1ccc(CNC(=O)C2CCC(=O)N2Cc2ccccc2Cl)cc1 (configuration not stated),i,i,i,i,i,i,3,i,i,1.3,i
O=C(OCc1nnc(-c2ccccc2)o1)c1ccc2c(c1)OCCO2,i,i,i,i,i,-5.8*,21,i,i,1.3,i
CCn1c(=NC(=O)c2cccc(N3C(=O)CCC3=O)c2)sc2c(C)ccc(OC)c21,i,i,i,i,i,i,-4,i,i,0.6,i
COc1ccc(-n2c(SCC(=O)Nc3sc4c(c3C#N)CCCC4)nnc2-c2ccccc2OC)cc1,i,i,i,i,i,i,18,i,i,-0.3,i
O=C1CC(c2ccc(Cl)cc2)n2nc(N3C(=O)CCC3=O)nc2N1 (configuration not stated),i,i,i,i,i,i,28,i,i,0.1,i
CC(C1CC1)N(C(=O)c1ccccc1O)c1ccccc1 (configuration not stated),i,i,i,i,i,i,17,i,i,-1.5,i
Cc1ccc(-c2cc(-c3ccccc3)nc(N)c2C#N)o1,i,i,i,i,i,i,24,i,i,0.3,i
CC(=O)N1CCc2cc(C(=O)CN3CCC(C)CC3)ccc21,i,i,i,i,i,i,27,i,i,0.0,i
COc1ccc(OC)c(S(=O)(=O)N/N=C\c2ccc3c(c2)OCO3)c1,i,i,i,i,i,i,-6,i,i,1.2,i
C=CCOc1c(CNc2ncn[nH]2)cccc1OCC,i,i,i,i,i,i,47,i,i,-0.2,i
CCOc1ccc(N(CC(=O)NCCSCc2ccccc2)S(=O)(=O)c2ccccc2)cc1,i,i,i,i,i,i,14,i,i,0.0,i

# The last three records of the section above open the next one:
SMILES,TRPC6 activator,TRPC4 block,MrgX1 antagonist,TRPC4 PAM,TRPC4 agonist,TRPC6 inh,AI-2 QS modul,PolyA inh,MrgX1 allo act,HIF activator,MrgX1 ag
COc1ccc(OC)c(S(=O)(=O)N/N=C\c2ccc3c(c2)OCO3)c1,i,i,i,i,i,i,-6,i,i,1.2,i
C=CCOc1c(CNc2ncn[nH]2)cccc1OCC,i,i,i,i,i,i,47,i,i,-0.2,i
CCOc1ccc(N(CC(=O)NCCSCc2ccccc2)S(=O)(=O)c2ccccc2)cc1,i,i,i,i,i,i,14,i,i,0.0,i
Cc1onc(C(=O)NN)c1C(=O)Nc1ncc(C(F)(F)F)cc1Cl,i,i,i,i,i,i,25,i,i,0.5,i
C=CCc1ccc(OCCCCNC(C)CC)c(OC)c1 (configuration not stated),i,i,i,i,i,i,4,i,i,-0.1,i
O=C(COc1cccc(Br)c1)N/N=C1\CCSC1,i,i,i,i,i,i,10,i,i,-0.6,i
CC/C(C)=N/Nc1nc2c(c(=O)[nH]c(=O)n2C)n1CCc1ccccc1,i,i,i,i,i,i,14,i,i,-0.3,i
CCOc1ccccc1NC(=O)CC(O)(C(F)(F)F)C(F)(F)F,i,i,i,i,i,i,26,.,i,0.1,i
COc1cc(C(=O)NCCOc2cc(C)cc(C)c2)cc(OC)c1OC,i,i,i,i,i,i,16,i,i,-12,i
CCCCNC(=S)Nc1cccc2cnccc12,i,i,i,i,i,i,16,i,i,3.2,i
Oc1ccc2ccccc2c1-c1sc(Nc2ccccc2)n[n+]1-c1ccc(F)cc1,i,i,i,i,i,i,-9,i,i,0.0,i
CCN1CCN(C(=O)CN2C(=O)c3ccccc3S2(=O)=O)CC1,i,i,i,i,i,i,24,i,i,3.1,i
CN(CC(=O)Nc1ccc(F)cc1)C(=O)COC(=O)CN1C(=O)NC2(CCCC2)C1=O,i,i,i,i,i,i,35,i,i,-0.6,i
COc1ccc(/C=C/c2onc(C)c2S(=O)(=O)N2CCC(C(=O)N3CCCCCC3)CC2)cc1,i,i,i,i,i,i,3,i,i,0.0,i
O=C(COC(=O)C1CC1)Nc1nc(-c2ccc(F)c(F)c2)cs1,i,-6*,i,i,i,i,0,i,i,0.5,i
O=C(O)CCS(=O)(=O)Cc1ccccc1Cl,i,i,i,i,i,i,14,i,i,-2.1,i
CCOc1ccc(-c2[nH]ncc2-c2ccccc2)c(O)c1,i,i,i,i,i,i,63,i,13*,2.6,i
Cc1ccc2c(CC(=O)OC3CCOC3=O)coc2c1 (configuration not stated),i,i,i,i,i,i,21,i,i,0.0,i
CC(C)C(NC(=O)OCc1ccccc1)C(=O)OCC(=O)N1C(C)CCCC1C (configuration not stated),i,i,i,i,i,i,-4,i,i,0.8,i
COc1ccc(N2CCN(C(c3ccccc3)c3nnnn3Cc3ccc(F)cc3)CC2)cc1 (configuration not stated),i,i,i,i,i,i,34,i,i,-0.6,i
CCOc1ccccc1NC(=O)c1ccc2ccccc2c1,i,i,i,i,i,i,14,i,i,2.9,i
CCc1ccc(-n2cc(-c3ccc(F)cc3)[n+]3c2SCCC3)cc1,i,i,i,i,i,i,7,i,i,-0.1,i
COCCCn1c(SCc2ccccc2)nc2cc(OC)c(OC)cc2c1=N,i,i,i,i,i,i,55,i,i,-0.3,i
CCN1C(=O)c2ccccc2S(=O)c2ccc(C(=O)NCCN(CC(C)C)CC(C)C)cc21 (configuration not stated),i,i,i,i,i,i,1,i,i,-1.0,i
O=C(CSc1nnc(CNC(=O)c2ccccc2)o1)NCc1ccccc1,i,i,i,i,i,i,3,i,i,-0.2,i
CC(C)OCCCNC(=S)NNC(=O)c1ccc(Cl)c(Cl)c1,i,i,i,i,i,i,15,i,i,1.6,i
Cc1cc(C)cc(N2CCN(C(=O)N3CCOCC3)CC2)c1,i,i,i,i,i,i,17,i,i,0.0,i
CC(=O)Nc1cccc(NC(=O)CSc2ncc(C(=O)Nc3ccccc3)c(=O)n2C)c1,i,i,i,i,i,i,0,i,i,8.4,i
COc1ccccc1N1CCN(S(=O)(=O)c2ccc3nc(-c4ccccc4)[nH]c3c2)CC1,i,i,i,i,i,i,67,.,i,-2.2,i
Cc1ccc(NC2=CC(=O)CC(C)(C)C2)cc1F,i,i,i,i,i,i,-2,i,i,1.4,i
C=CCn1cc(-c2cccc(C(F)(F)F)c2)cc(C#N)c1=O,i,i,i,i,i,i,0,i,i,-0.9,i
COc1ccc(NC(=O)CSc2c3c(nc4ccccc24)CCC3)c(OC)c1,i,i,i,i,i,i,50,i,i,-21,i
CCOc1ccccc1N(C)C(=O)c1nn(-c2ccc(OC)cc2OC)c(=O)c2ccccc12,i,i,i,i,i,i,31,i,i,-0.3,i
C=CCN1C(=O)c2ccccc2NC1c1ccc(Br)s1 (configuration not stated),i,i,i,i,i,i,9,i,i,-0.8,i
Cc1cccc(S(=O)(=O)NCCC(=O)OC(C)C(=O)NC(=O)NC2CCCCC2)c1 (configuration not stated),i,i,i,i,i,i,21,i,i,-0.3,i
CCc1ccc(NC(=O)Cn2cc([N+](=O)[O-])nc2C)cc1,i,i,i,i,i,i,10,i,i,-1.5,i
CCC(=O)N1CCc2cc(S(=O)(=O)CCC(=O)Nc3ccc(C(C)=O)cc3)ccc21,i,i,i,i,i,i,0,i,i,-0.3,i
COc1ccc(N(CC(=O)NCCSc2ccccn2)S(=O)(=O)c2ccccc2)cc1OC,i,i,i,i,i,i,.,i,i,-0.4,i
COc1ccccc1OCC(=O)NCCCN1CCOCC1,i,i,i,i,i,i,12,i,i,0.4,i
CC(=O)N1CCN(C(=O)c2ccc(S(=O)(=O)Nc3ccccc3C)cc2)CC1,i,i,i,i,i,i,8,i,i,-0.2,i
C1CCCC(NC2=NCCO2)CCC1,i,i,i,i,i,i,13,i,i,-2.3,i
Cc1cccc(C(=O)N2CCN(S(=O)(=O)N3CCCCC3)CC2)c1,i,i,i,i,i,i,14,i,i,-0.1,i
O=C([C@H](Cc1ccccc1)N1C(=O)c2ccccc2C1=O)N1CCOCC1,i,i,i,i,i,i,-14,i,i,-0.3,i
